Compound activity: PubChem BioAssay, several laboratories
NOD1 NF-kB reporter: inhibition of NOD1-driven NF-kB reporter – cell-based, luminescence, uHTS, primary screen (AID 1578); NOD1-driven NF-kB luciferase reporter cells, luminescence; higher % means a stronger effect; inhibition, % at 4 µM; hits with a dose series show EC50 in µM; actives 1% (n = 290,000); in the data active = inhibition mostly above about 36%, no sharp cut-off; inactive = mostly below about 34%;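 also: HEK-293T reporter cells stimulated with the NOD1 agonist gamma-tri-DAP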
HEK293 NOD2/NF-kB: NOD2 signaling inhibitors, cell-based, luminescence, uHTS, HEK293 (AID 1566). HEK293 NOD2/NF-kB luciferase reporter, luminescence; higher % means a stronger effect. inhibition, % at 4 µM; hits with a dose series show EC50 in µM. actives 0.63% (n = 290,000); also: many of its hits are not listed in these tables
Myeloid diff MLP: promotes myeloid progenitor differentiation; ER-HoxA9 myeloid progenitors, lysozyme-GFP differentiation, flow cytometry; calls only at 10 µM; actives 1% (n = 360,000);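 active = normalized GFP-positive differentiation at or above the plate's own cutoff, the solvent-only control mean plus 3 SD; inconclusive = no clear call, values can overlap the other calls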;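 also: cells exposed to compound for four days before flow analysis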
HIV peptide binding: inhibitors of HIV fusion peptide binding, primary screen, biochemical, uHTS, fluorescence dequenching (AID 1986); cell-free peptide binding, fluorescence dequenching, 30 min; higher % means a stronger effect; inhibition, % at 20 µM, or IC50 in µM where a hit was titrated; actives 0.3% (n = 290,000); in the data active = inhibition mostly above about 52%, no sharp cut-off; inactive = mostly below about 76%; also: some results filed as inactive read as strong as hits
LYP phosphatase: inhibitors of LYP phosphatase, biochemical, fluorescence intensity, uHTS (AID 1779) | inhibition, % at 11.5 µM, or IC50 in µM where a hit was titrated | actives 0.054% (n = 290,000) | recombinant LYP phosphatase, fluorescence intensity; higher % means a stronger effect;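 also: plate controls were vehicle with enzyme for no effect and no enzyme for full effect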
KOR beta-arrestin-1: KOR agonists, beta-arrestin recruitment, primary screen, cell-based, luminescence, uHTS (AID 1777); one-dose activation, % at 10 µM; EC50 in µM for titrated hits; KOR beta-arrestin recruitment, luminescence; higher % means a stronger effect; actives 0.02% (n = 280,000); in the data active = activation above about 50%, passing the limit was not always enough; also: a part of the inactive calls stands beside numbers as strong as those of hits
SIAH1 antagonists: blockers of Siah-1 interaction with plectin peptide – biochemical, fluorescence polarization, rhodamine-plectin, uHTS, primary screen (AID 1817); Siah-1 / rhodamine-plectin peptide fluorescence polarization; higher % means a stronger effect; displacement, % at 20 µM, or IC50 in µM where a hit was titrated; actives 0.02% (n = 290,000);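 active = displacement of at least 50% at 20 µM, with a fluorescence ratio check between 0.3 and a set limit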;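 also: plate controls were Siah plus tracer with DMSO for no effect and tracer alone without Siah for full effect; strong numbers were not always called active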
Salmonella PhoP GFP: PhoP-dependent GFP reporter repression – Salmonella Typhimurium, primary screen (AID 1863). S. Typhimurium PhoP-regulated promoter GFP reporter, 4 h; higher % means a stronger effect. one-dose inhibition, % at 50 µM; IC50 in µM for titrated hits. actives 0.16% (n = 300,000);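 active = inhibition over 29.93%, a cutoff 3 SD above the screen mean, later confirmed by dose response; inconclusive = inhibition over 29.93% but no dose response follow-up; inactive = inhibition at most 29.93% or unconfirmed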;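 also: 0% = low Mg2+ inducing control and 100% = high Mg2+ repressing control; strong numbers were not always called active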
KOR beta-arrestin-2: kappa opioid receptor blockers – cell-based, luminescence, uHTS (AID 1778); KOR beta-arrestin recruitment, luminescence, antagonist mode; higher % means a stronger effect; one-dose inhibition, % at 10 µM; IC50 in µM for titrated hits; actives 0.091% (n = 290,000); also: strong numbers were not always called active
Myeloid diff MLP GFP+ MAC1+ %: recorded beside Myeloid diff MLP, whose call it bears; GFP+ MAC1+ double positive, %; measured here: differentiation confirmed by MAC1 staining
The depositor's hits bear a star; i = inactive; ? = inconclusive; . = no result given; [ ] = another dose, or the depositor's remark. Rule as the data show it, unless noted: active = inhibition above about 50%; inactive = the rest.

molecule	SIAH1 antagonists	Salmonella PhoP GFP	NOD1 NF-kB reporter	Myeloid diff MLP	KOR beta-arrestin-2	Myeloid diff MLP GFP+ MAC1+ %	HIV peptide binding	HEK293 NOD2/NF-kB	KOR beta-arrestin-1	LYP phosphatase
COc1ccc(CNC(=O)COC(=O)CN2C(=O)C(C)Oc3ccc(C)cc32)cc1 (stereo not given)	3%	-6%	-27%	i	-16%	0.5	0.0%	-22%	0.1%	0%
CCOC(=O)c1ccc(NS(=O)(=O)c2cccc3nsnc23)cc1	-1%	11%	20%	i	7%	0.3	-1.5%	9%	-1.5%	0%
O=C(NCCCNC(=O)c1cnccn1)c1cccc(Cl)c1	0%	3%	34%	i	-2%	2.9	-2.5%	-14%	0.3%	-7%
CC(C)NS(=O)(=O)c1ccc(OCC(=O)NCc2ccc3c(c2)OCO3)c(Cl)c1	6%	2%	-32%	i	39%	1.5	-2.9%	-23%	6.2%	1%
CC(=O)Oc1ccc(-c2cccc(C(=O)OCC(=O)N(C)c3ccccc3)c2)cc1	3%	10%	-17%	i	9%	0.6	1.3%	13%	-1.3%	1%
c1ccc(Cc2nnc3sc(Nc4ccccc4)nn23)cc1	7%	-9%	-13%	i	-13%	0.7	1.4%	7%	-2.0%	-6%
Cn1c(CSCc2ccc(F)cc2)n[nH]c1=S	3%	2%	-7%	i	-26%[20 µM]	0.4	2.6%	0%	6.1%	6%
CCc1ccc(NC(=O)C2CCN(C(=O)N3CCOc4ccccc43)CC2)cc1	6%	.	-2%	i	20%[20 µM]	3.3	-0.4%	7%	-4.4%	-6%
CN(C)c1nc(Oc2ccc(=O)[nH]n2)nc(N2CCCCC2)n1	1%	9%	-12%	i	2%	3.8	4.3%	11%	1.9%	0%
O=C(NCc1ccccc1)c1nccnc1CO	2%	0%	-7%	i	30%	0.7	-1.8%	5%	-3.8%	-10%
O=C(C(c1ccccc1)c1ccccc1)N1CCN(CCN2C(=O)c3cccc4cccc(c34)C2=O)CC1	3%	1%	25%	i	-12%	0.3	-0.9%	-17%	0.2%	-1%
O=C(CSc1ccc(-c2ccc(F)cc2)nn1)N1CCOCC1	-2%	-1%	-16%	i	14%	0.5	-0.4%	11%	-1.6%	-9%
CC(=O)C1=C(C)Nc2ncnn2C1c1ccc(Cl)cc1 (stereo not given)	-8%	6%	-24%	i	3%	0.7	1.3%	-6%	4.3%	1%
CC(=O)c1ccccc1NC(=O)COC(=O)/C(=C/c1ccccc1)n1nnnc1C	-6%	0%	-8%	?	-9%	.	0.8%	8%	6.8%	-9%
COC(=O)Cn1ncc(N2CC(C)OC(C)C2)c(Cl)c1=O (stereo not given)	2%	6%	-21%	i	1%	1.0	-1.6%	-7%	-1.2%	-6%
O=C(Nc1ccccc1[N+](=O)[O-])C1C(c2ccccc2)=C1c1ccccc1	6%	9%	7%	i	0%	0.4	-1.9%	12%	3.8%	-4%
Cc1cc(NC(=O)c2cccc(Oc3ccccc3)c2)n[nH]1	1%	5%	-44%	i	-14%	0.9	1.4%	-82%	0.1%	-3%
CCn1c(=O)n(CC)c2cc(N3CCCC3)c(NC(=O)c3ccc(C)cc3)cc21	2%	-4%	-16%	i	-8%	0.2	-0.2%	0%	2.0%	-10%
O=C(NNC(=S)Nc1ccc(Br)cc1)c1ccccc1Br	-6%	5%	-16%	i	-18%	0.5	1.5%	18%	5.8%	-5%
Cc1cc2cccc(C)c2nc1SCC(=O)N(C)c1nc(-c2ccccc2)cs1	-1%	-3%	-3%	i	2%	2.5	-1.8%	0%	-2.3%	-6%
Cc1ccc(-c2ccc([C@H]3[C@@H]4C=CCC[C@@]4(C)C(=O)N3Cc3ccccc3)c(F)c2)cc1	-8%	-6%	8%	i	6%	2.2	0.6%	-6%	4.8%	4%
Cc1cccc2sc(N(CCCN(C)C)C(=O)CCS(=O)(=O)c3ccccc3)nc12	-7%	0%	49%	?	-12%	.	0.0%	26%	6.0%	-14%
COc1cc(Cn2c(=O)c3c(OC)c(C)cnc3n(C)c2=O)cc(OC)c1	-2%	-3%	-16%	i	-23%	2.5	0.1%	20%	3.0%	-4%
Cc1nn(Cc2c(F)c(F)c(F)c(F)c2F)c(C)c1NC(=O)c1c([N+](=O)[O-])cnn1C	4%	4%	-9%	i	-20%	0.8	-3.4%	6%	-0.7%	-5%
O=C(NNS(=O)(=O)c1ccccc1[N+](=O)[O-])c1cccc(Cl)c1	4%	-8%	-29%	i	-24%	1.1	1.5%	9%	-0.6%	-2%
O=C1C2C3C=CC(C3)C2C(=O)N1CNc1ccccc1 (stereo not given)	-2%	20%	-8%	i	5%	0.8	14%	-4%	5.8%	-4%
COc1ccc(-c2[nH]ncc2CN2CCCO2)c(F)c1	6%	-5%	-15%	i	-18%	0.6	-0.2%	-4%	-3.2%	-11%
O=C(CSc1nnc(Cc2ccccc2)o1)NCc1ccco1	5%	3%	10%	i	17%	2.7	0.6%	-4%	6.6%	-7%
Cn1c(=O)[nH]c(=O)c2[nH]c(CN3CCN(C(=O)c4ccco4)CC3)nc21	-6%	11%	-19%	i	0%	1.5	-2.4%	-2%	-2.7%	-8%
O=C(C1CCN(S(=O)(=O)c2cccc3nsnc23)CC1)N1CCn2c1nc1ccccc12	5%	-1%	2%	i	.	0.6	0.1%	-12%	.	6%
O=C1C2C3CCC(C3)C2C(=O)N1CNc1ccccc1 (stereo not given)	4%	3%	-32%	i	9%	0.4	0.7%	0%	1.5%	-4%
COC(C(=O)NC(C(C)C)C(C)C)c1ccccc1 (stereo not given)	-3%	-4%	0%	i	20%	0.1	1.6%	8%	9.1%	-9%
COc1ccccc1N(C(=O)CNC(=O)c1ccco1)C(C(=O)NC1CCCC1)c1ccco1 (stereo not given)	-1%	-9%	-8%	i	-84%	1.1	0.8%	-7%	2.0%	-15%
Fc1ccc(OCc2nnc(SCCN3CCOCC3)o2)cc1	2%	-1%	-22%	i	-2%	1.3	-2.8%	0%	1.0%	-4%
CSc1ccccc1NC(=O)Nc1ccc(Cl)cc1	2%	-1%	-10%	i	-14%	2.7	5.1%	-21%	1.5%	-1%
CCOC(=O)C1(Cc2ccccc2)CCN(Cc2ccc3cc(NC(C)=O)ccc3n2)CC1	7%	-9%	-16%	i	-8%	0.6	6.5%	0%	-5.8%	-4%
COc1ccc([N+](=O)[O-])cc1N(CC(O)Cn1nnc2ccccc21)S(=O)(=O)c1ccc(C)cc1 (stereo not given)	-3%	29%	-1%	i	11%	0.4	-0.6%	10%	-0.5%	-6%
O=C(COc1cc(Cl)c(Cl)cc1Cl)NCCc1ccccn1	-7%	5%	28%	i	-3%	0.4	-3.6%	21%	-0.1%	-8%
COc1ccccc1NC(=O)COc1ccc(CO)cc1Cl	4%	2%	-42%	i	-7%	0.5	0.0%	-77%	2.0%	-4%
COC(=O)C1=C(Nc2ccccc2NC(=O)CCCC(=O)O)CSC1	-1%	0%	-3%	i	4%	0.4	-0.8%	8%	1.3%	2%
O=C(NC(=S)N1CCOCC1)C12CCC3CC(CC(C3)C1)C2	-6%	-2%	44%	i	-34%	0.5	0.2%	4%	0.6%	-3%
COc1ccc(CCNC(=O)c2cc(-c3ccccn3)nc3c(Cl)cccc23)cc1OC	4%	2%	-31%	i	-15%	0.4	3.2%	-3%	-1.4%	2%
S=C1CCC(c2ccc(Br)cc2)=NN1c1ccccc1	2%	-23%	-8%	i	20%	0.5	-2.2%	-12%	2.6%	-1%
Brc1cccc(/C=N\n2cnnc2)c1	-5%	0%	23%	i	2%	0.7	-0.6%	15%	5.2%	-13%
C/C(O)=C\c1nc(=O)c2c(C)cc(C)nc2n1-c1ccccc1	6%	2%	-5%	i	11%	1.4	-0.7%	-4%	-2.6%	4%
CC(C)Cn1c(N)c(C(=O)COC(=O)/C=C/c2cccs2)c(=O)n(C)c1=O	11%	-9%	5%	i	2%	0.5	1.2%	13%	5.7%	0%
Cn1cccc1CC(=O)NNC(=S)NC(=O)c1ccccc1Br	-6%	-1%	-5%	i	4%	0.1	13%	6%	-6.7%	0%
CC1(c2ccc(Cl)cc2)NC(=O)N(CC(=O)NCc2cccs2)C1=O (stereo not given)	0%	7%	-4%	i	10%	0.1	-2.1%	8%	-3.6%	-4%
CC(C)NS(=O)(=O)c1ccc(N2C(=O)c3ccccc3C2=O)cc1	1%	-6%	2%	i	-22%	0.6	8.3%	-4%	0.6%	-3%
Cc1cc(C)cc(NC(=O)CCc2ccc(C)o2)c1	-2%	-1%	29%	i	-39%	0.4	0.6%	-5%	5.7%	-10%
COc1ccccc1NC(=O)N1CCCC1C(=O)NCCc1ccccc1 (stereo not given)	-3%	-4%	38%	i	-55%	0.2	1.7%	-3%	0.7%	-2%
O=C(Nc1ccnn1C1CCN(Cc2ccccc2F)CC1)C1CCCC1	2%	-3%	-26%	i	27%	0.0	0.1%	-1%	-1.6%	3%
C=CCN1c2ccccc2[C@]23C[C@@H](C(=O)OC)N(C(=O)c4ccco4)C2=NC(C(=O)OC)=C(C(=O)OC)[C@H]13	2%	2%	-4%	i	23%	3.3	0.4%	3%	2.8%	-2%
COc1ccc(-c2cc(C(=O)Nc3cccc(O)c3)no2)cc1	5%	1%	22%	i	24%	1.2	2.2%	-75%	-5.7%	-6%
COc1ccc(CNc2nccs2)cc1	6%	-2%	-31%	i	-9%	0.6	-1.1%	-12%	-5.3%	-4%
COc1ccc(C(=O)NCC(=O)OCC(=O)c2ccc3c(c2)OCCO3)cc1	2%	8%	3%	i	-10%	1.4	-0.4%	2%	-4.0%	-9%

Some of the compounds tested; the hit share may differ from the screen's.
